Tau fluor counter = counter-screen for tau fibril formation inhibitors; tau K18 P301L (four-repeat tau fragment) Alexa594 fluorescence, heparin fibrillization; Potency, µM (titrated, usually from 57.7 µM), for the others: top-dose activity change, negative = decrease; AID 1463; hit rate 0.93% among 280,000; note: potency is the fitted concentration of half-maximal effect; % is set by controls: 0 for no effect and ±100 for the full control effect; nearly all actives have a fitted effect of over 55% in size
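Human K18 P301L tau (15 uM unlabeled plus 0.24 uM Alexa 594-labeled, final) in 100 mM sodium acetate pH 7 was mixed with compound and 20 uM heparin and incubated 6 hr at 37 C.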
Epigenetic derep = derepresses silenced GFP reporter in murine cells; murine LDR cells, GFP reporter derepression, 30 h; Potency, µM (highest dose often 53.9 µM), inactives show top-dose GFP activation, most hits filed as activators; hit rate 0.2% among 280,000; note: potency is the fitted concentration of half-maximal effect; % of control where 0% means no effect; nearly all actives have a fitted effect of over 60% in size
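Reporter derepression read as number of fluorescent GFP-positive objects, 20-120 um in size, counted by laser-scanning cytometer. Mouse LDR line with an epigenetically silenced CMV-GFP locus; compound incubation 30 h, 37 C.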
TRb-SRC2 inh = TRbeta-SRC2 interaction inhibition; P10828; TRbeta-SRC2 peptide binding, fluorescence polarization; receptor liganded with 1 µM T3; Potency, µM (highest dose often 106 µM), without a hit: at the top dose activity change, negative = inhibition, hits mostly inhibitors; hit rate 0.065% among 280,000; AID 1469;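 note: potency is the fitted concentration of half-maximal effect; plate controls were bound peptide for no effect and peptide without receptor for full effect; nearly all actives have a fitted effect of over 50% in size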
Target sequence (P10828 whole entry, looked up): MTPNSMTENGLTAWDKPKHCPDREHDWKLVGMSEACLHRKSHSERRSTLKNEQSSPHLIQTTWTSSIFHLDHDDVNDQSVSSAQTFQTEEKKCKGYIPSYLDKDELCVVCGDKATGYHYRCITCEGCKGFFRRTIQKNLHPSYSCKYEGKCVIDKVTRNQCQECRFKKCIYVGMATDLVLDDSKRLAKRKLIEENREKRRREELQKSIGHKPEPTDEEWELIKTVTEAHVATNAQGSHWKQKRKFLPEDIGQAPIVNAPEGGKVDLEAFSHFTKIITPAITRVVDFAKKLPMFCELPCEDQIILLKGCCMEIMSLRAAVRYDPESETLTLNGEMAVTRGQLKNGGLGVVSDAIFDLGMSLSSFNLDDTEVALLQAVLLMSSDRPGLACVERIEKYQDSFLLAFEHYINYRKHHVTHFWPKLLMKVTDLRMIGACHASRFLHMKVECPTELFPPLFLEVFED
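Polarization signal, normalized between peptide-alone and full complex controls, measured compound effects on T3-liganded human TRb LBD (0.6 uM) binding 20 nM Texas Red SRC2 peptide after 5 hr.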
CBFb RUNX1 block = CBF-beta/RUNX1 interaction disruption; 230,000 tested, under 10 active; AlphaScreen CBFb-His/RUNX1-biotin binding, biochemical; Potency, µM (doses to about 59.8 µM), without a hit: top-dose activity, negative = inhibition, usual class: inhibitors; Q01196+Q13951; note: % of control where 0% means no effect
Target sequence (Q01196 whole entry, looked up): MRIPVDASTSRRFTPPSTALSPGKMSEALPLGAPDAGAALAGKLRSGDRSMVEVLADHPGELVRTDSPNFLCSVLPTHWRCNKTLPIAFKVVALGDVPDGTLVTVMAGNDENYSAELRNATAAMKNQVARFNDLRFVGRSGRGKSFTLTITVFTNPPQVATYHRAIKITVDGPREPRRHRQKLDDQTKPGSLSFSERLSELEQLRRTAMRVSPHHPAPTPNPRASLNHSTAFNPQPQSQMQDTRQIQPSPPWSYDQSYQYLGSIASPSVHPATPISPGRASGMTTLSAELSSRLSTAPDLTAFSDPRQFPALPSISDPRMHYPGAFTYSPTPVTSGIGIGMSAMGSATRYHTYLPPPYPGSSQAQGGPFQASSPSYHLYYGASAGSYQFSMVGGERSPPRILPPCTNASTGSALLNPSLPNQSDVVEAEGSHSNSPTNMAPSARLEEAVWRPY
Target sequence (Q13951 whole entry, looked up): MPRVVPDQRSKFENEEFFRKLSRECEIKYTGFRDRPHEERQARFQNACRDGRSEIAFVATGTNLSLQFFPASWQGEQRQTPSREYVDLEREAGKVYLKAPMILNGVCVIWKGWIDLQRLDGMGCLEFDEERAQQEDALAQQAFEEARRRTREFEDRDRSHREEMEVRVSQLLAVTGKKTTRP
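AlphaScreen binding: CBFb-His and RUNX1-biotin (30 nM each) preincubated 20 min, compound added for 15 min, then nickel and streptavidin beads for 90 min, all at room temperature. Disruption of the interaction by any mechanism counts as activity.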
NPSR antagonist = neuropeptide S receptor (human) antagonism, cAMP. Q6W5P4. CHO-NPSR cells, cAMP TR-FRET, antagonist mode. Potency, µM (top dose mostly 38.3 µM), for inactives: top-dose activity change, negative = inhibition, usual class: inhibitors. hit rate 1% among 220,000. AID 1461; note: potency is the fitted concentration of half-maximal effect; % is set by controls: 0 for no effect and ±100 for the full control effect; nearly all actives have a fitted effect of over 50% in size; many of its hits are not listed in these tables
GLA spleen mod = alpha-galactosidase A (human) modulation; hit rate 0.008% among 240,000; human spleen homogenate, 4MU-alpha-Gal fluorescence, 40 min; P06280; Potency, µM (doses to about 80 µM), without a hit: at the top dose activity change, negative = inhibition, actives largely listed as inhibitors; AID 2107;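 note: potency is the fitted concentration of half-maximal effect; 0% = enzyme with vehicle and -100% = no enzyme basal signal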
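Inhibition or activation of alpha-galactosidase in human spleen homogenate is scored by 4-MU fluorescence after 40 min at 37C, pH 5.0, with 1 mM substrate. AC50s come from concentration-response fitted to the Hill equation.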
Tau fibril FP = tau fibrillization inhibition (FP); P10636; K18 P301L tau heparin fibrillization, Alexa594 FP, 6 h; Potency, µM (doses to about 57.7 µM), for the others: at the highest dose activity, negative = inhibition, actives largely listed as inhibitors; hit rate 0.39% among 280,000; note: potency is the fitted concentration of half-maximal effect; % is set by controls: 0 for no effect and ±100 for the full control effect; nearly all actives have a fitted effect of over 55% in size
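Human tau K18 […] P301L fragment, 15 uM unlabeled plus 0.24 uM Alexa 594-labeled tau (final), with compound and 20 uM heparin in 100 mM sodium acetate pH 7; 6 hr at 37 C, then Alexa 594 FP read.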
TexasRed fluor = Texas Red fluorescence interference in TRb-SRC2 counter-screen; Potency, µM (series often up to 106 µM), inactives show at the highest dose fluorescence change, negative = quenching; hit rate 0.29% among 280,000; TRb/SRC2 Texas Red total fluorescence interference; AID 1479; active = well fitted curve in either direction with a large enough effect; inconclusive = small, poorly fitted or top-dose-only effect; note: potency is the fitted concentration of half-maximal effect; % is set by controls: 0 for no effect and ±100 for the full control effect
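Human TRβ ligand-binding domain (0.6 uM) and Texas Red SRC2 peptide (20 nM) in Tris buffer with 1 uM T3 and 5% DMSO were incubated with pinned compound for 5 hr at ambient temperature. Total fluorescence was computed as S + 2P (555/632 nm).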
Numbers without * were called inactive; ? = inconclusive; . = no result given; & = joins results of further samples; [ ] = dose if it differs, or a comment. Unless noted, calls come from the whole dose curve; as a rule, active = well fitted curve in the direction sought with a large enough effect; inconclusive = small, poorly fitted or top-dose-only effect, or another doubt; inactive = no such curve, though single readings can be large; an effect the other way counts as inactive or inconclusive.

1. O=C(NCc1cccs1)c1ccc2c(c1)N(Cc1ccccc1Cl)C(=O)c1ccccc1S2
2. O=S(=O)(N1CCCCCC1)N1CCN(S(=O)(=O)N2CCCCC2)CC1
3. CC1CC(=O)C(C2c3ccccc3CCN2C(=O)CCl)C(=O)C1 (stereo unspecified)
4. O=[N+]([O-])c1ccc(N2CCCC2)nc1
5. COc1cc(-c2nc(SCC(=O)Nc3ccc(C)cc3)c(-c3ccc(F)cc3)[nH]2)cc(OC)c1OC
6. NC(=S)N/N=C/c1coc2ccc(Br)cc2c1=O
7. CCOC(=O)C1CCCN(C(=O)Cn2ncc3c([nH]c4ccc(C)cc43)c2=O)C1 (stereo unspecified)
8. CCC(C)NCCOc1cccc(Br)c1 (stereo unspecified)
9. Cc1cc(S(=O)(=O)NCc2cccnc2)ccc1-n1cnnn1
10. O=C(OCC(=O)N1CCCC1=O)C1COc2ccccc2O1 (stereo unspecified)

Screen / compound no.	1	2	3	4	5	6	7	8	9	10
Tau fluor counter	1%	-5%	-2%	-9%	4.5µM*[quencher]	-14%	-4%	-9%	-2%	5%
Epigenetic derep	0.0%	8.3%	2.2%	-2.0%	2.4%	2.4%	0.0%	0.0%	0.0%	-0.4%
TRb-SRC2 inh	-2%	-3%	-4%	-2%	1%	-17%	3%	2%	0%	-7%
CBFb RUNX1 block	.	-5%	1%	12%	.	-5%	.	5%	3%	-7%
NPSR antagonist	.	9%[46.1 µM]	19%	-14%	.	5%	.	23%	5%[46.1 µM]	2%
GLA spleen mod	.	-11%	12%	-8%	.	-4%	.	6%	-1%	-8%
Tau fibril FP	-15%	-3%	-7%	-3%	1%	-2%	-10%	-1%	9%	-4%
TexasRed fluor	2%	-1%	-2%	-3%	-3%	7%	-6%	1%	-2%	-4%

11. CCCCn1c(CN2C(=O)c3ccccc3C2=O)nc2ccccc2c1=O
12. COc1ccc(OC)c(-c2cc(C(=O)Nc3ccc(C)c(C)c3)no2)c1
13. COC(=O)[C@@]1(Cc2ccccc2)C=C[C@@H](C)N1C(=O)c1ccccc1
14. O=C1[C@H]2[C@H]3[C@H](O)[C@H](O)C/C(=N/OCc4ccccc4)[C@H]3CC[C@@H]2C(=O)N1c1cccc(Oc2ccccc2)c1
15. CN(C)CCOC(=O)CCCCCCCCC(=O)OCCN(C)C
16. C/C(N)=C(/C#N)C(=O)CSc1nnnn1-c1ccccc1
17. CC(=O)N(C)c1ccc(NS(=O)(=O)c2cc(Cl)ccc2Cl)cc1
18. Cc1ccc(C(=O)CCNc2ccc(Br)cc2)o1
19. CCOc1ccc(NC(=O)c2sc(-n3nc(C)c(CCC(C)C)c3C)nc2C)cc1
20. O=C(NC(=S)NCc1cccnc1)c1cccc2ccccc12

Screen / compound no.	11	12	13	14	15	16	17	18	19	20
Tau fluor counter	7%	?	-4%	-22%[11.6 µM]	-10%	-7%	-4%	-22%	-21%	2%
Epigenetic derep	-5.5%	-0.9%	13%	1.1%[10.1 µM]	-3.2%	-3.0%	-1.2%	0.7%	-3.2%	3.3%
TRb-SRC2 inh	-14%	-1%	8%	-2%[11.2 µM]	-3%	0%	-1%	-12%	-8%	3%
CBFb RUNX1 block	15%	.	3%	-10%[13.1 µM]	7%	-6%	3%	-2%	.	1%
NPSR antagonist	-6%[46.1 µM]	.	.	.	-5%	-15%[46.1 µM]	-4%	-16%[46.1 µM]	.	-5%
GLA spleen mod	5%	.	8%	-5%[17.5 µM]	1%	4%	1%	2%	.	2%
Tau fibril FP	6%	?	-6%	3%[11.6 µM]	-6%	-8%	-7%	3%	8%	-3%
TexasRed fluor	1%	1%	-3%	-3%[11.2 µM]	-1%	-1%	-1%	-2%	11%	-2%

21. CCn1c(SCC(=O)N/N=C/C(C)=C/c2ccco2)nnc1-c1ccccc1
22. CSc1nc2ncc3c(n2n1)CC1c2ccccc2CCN1C3=O (stereo unspecified)
23. CCn1c(SCc2ccc(OC)cc2)nnc1-c1ccncc1
24. CCOc1ccc(-c2nc3c(C#N)c[nH]n3c2NC2CCCC2)cc1
25. Fc1cccc2sc(N3CCOCC3)nc12
26. O=C(CNCC1CCCO1)Nc1ccc(N2CCCCCC2)cc1 (stereo unspecified)
27. O=C(CC(c1ccccc1)c1ccco1)Nc1nccs1 (stereo unspecified)
28. O=C1CCN(CCc2ccccc2)CCN1CCSc1ccc(Br)cc1
29. CCOC(=O)c1c(Nc2ccc(O)cc2)nnc(-c2ccccc2)c1-c1ccccc1
30. CC(=O)Nc1c(C)nn(-c2ccccc2)c1N1CCC(C(=O)NCc2cccc(F)c2)CC1

Screen / compound no.	21	22	23	24	25	26	27	28	29	30
Tau fluor counter	-8%	-7%	6%	-12%	5%	-13%	-25%	-8%	-22%	-1%
Epigenetic derep	1.9%	0.9%	-1.1%	-3.3%	-1.1%	1.2%	-0.1%	1.7%	-2.5%	0.5%
TRb-SRC2 inh	-1%	-7%	6%	3%	-18%	-25%	-3%	0%&9%	9%	-4%
CBFb RUNX1 block	-21%	-1%	5%	.	3%	5%	-2%	9%&0%	.	.
NPSR antagonist	-15%[46.1 µM]	-10%[46.1 µM]	-10%[46.1 µM]	.	2%[46.1 µM]	?	-1%	-5%	.	.
GLA spleen mod	-6%	10%	2%	.	1%	9%	-3%	-17%&3%	.	.
Tau fibril FP	-4%	4%	8%	3%	8%	2%	-4%	12%	-6%	-11%
TexasRed fluor	-3%	-2%	4%	2%	-2%	1%	-2%	0%&0%	-3%	-4%

31. CC(NC(=O)Nc1ccccc1C(F)(F)F)c1c(-n2cccc2)sc2c1CCCC2 (stereo unspecified)
32. CCOC(=O)Nc1sc(=S)n(C)c1C
33. O=C(CN1CCN(S(=O)(=O)c2ccc(Br)cc2)CC1)N/N=C/c1ccncc1
34. O=C(Nc1nccs1)c1ccc(-c2ccc(F)cc2)o1
35. CCn1ncc(C2=NOC(C(=O)N3CCC(C(N)=O)CC3)C2)c1C (stereo unspecified)
36. O=C(COC(=O)C1(c2ccc(F)cc2)CCCC1)NC1CC1
37. CC(=NC1CC1)C1=C(O)c2ccccc2C1=O
38. O=C1NC(=O)C(CC(=O)N(c2ccccc2)C2(C(=O)NC3CCCC3)CCCCC2)N1 (stereo unspecified)
39. CC(=O)N(CC(=O)Nc1sc(C)c(C)c1C(N)=O)Cc1ccccc1
40. COc1ccc2[nH]c(=O)c(CNc3ccc(C)c(C)c3)cc2c1

Screen / compound no.	31	32	33	34	35	36	37	38	39	40
Tau fluor counter	-4%	-5%	-10%	-19%	3%	-18%	-2%	-2%	-7%	-20%
Epigenetic derep	-2.4%	?	-0.1%	-0.2%	-2.5%	-0.7%	1.1%	-1.8%	0.2%	-1.0%
TRb-SRC2 inh	-3%	-19%	-8%	13%	-13%	-8%	-5%	-9%	-3%[53 µM]	-2%
CBFb RUNX1 block	.	11%	2%	8%	-5%	6%	2%	4%	6%	-13%
NPSR antagonist	.	-4%[46.1 µM]	-8%	-26%	-19%[46.1 µM]	5%[46.1 µM]	-4%[46.1 µM]	-11%[46.1 µM]	-4%	-5%[46.1 µM]
GLA spleen mod	.	3%	-3%	-2%	-4%	-4%	10%	-8%	3%	-2%
Tau fibril FP	-8%	-1%	-1%	?	0%	-4%	-1%	0%	-4%	-1%
TexasRed fluor	-2%	-3%	-4%	-3%	3%	2%	1%	-1%	-1%[53 µM]	0%

41. CC(C)(C)NC(=O)/C(=C\C=C\c1ccccc1)NC(=O)c1ccc([N+](=O)[O-])cc1
42. COc1ccc(-c2noc(-c3ccc(NCC4CCCO4)c([N+](=O)[O-])c3)n2)cc1 (stereo unspecified)
43. OCC1(C2=NOC(O)(C(F)(F)F)C2)CCCCC1 (stereo unspecified)
44. COCCn1c(-c2ccccc2)cnc1N
45. C=CCSc1nnc(Cn2c(=O)sc3ccccc32)n1C
46. COc1ccc(C(C)(C)C)cc1S(=O)(=O)n1ccnc1C
47. CCCCc1nc2sc3c(c2c(=O)n1NC(=O)c1ccco1)CC(C)(C)OC3
48. COc1cccc(-c2noc(C3CCCN(C(=O)CC(C)(C)C)C3)n2)c1 (stereo unspecified)
49. Cc1nn(CC2CC2)c(=O)n1-c1ccccc1
50. O=C(Nc1ccc(F)cc1F)C(Cc1ccccc1)N1Cc2ccccc2C1=O (stereo unspecified)
51. Cc1ccc(C)c(C(=O)CC2(O)C(=O)Nc3ccccc32)c1 (stereo unspecified)

Screen / compound no.	41	42	43	44	45	46	47	48	49	50	51
Tau fluor counter	-11%	-8%	0%	-3%	1%	-2%	-11%	-3%[2.34 µM]	-1%	-7%	-2%
Epigenetic derep	-1.1%	1.2%	0.0%	-0.3%	0.0%	1.3%	-2.6%	2.3%	-5.2%	-0.4%	0.0%
TRb-SRC2 inh	7%	1%	-1%	1%	1%	-5%	1%	1%	2%	-4%	1%
CBFb RUNX1 block	-7%	.	1%	-10%	-2%	19%	0%	0%	1%	.	-3%
NPSR antagonist	6%	.	-7%[46.1 µM]	14%[46.1 µM]	3%[46.1 µM]	-14%	-15%	6%	13%	.	-9%[46.1 µM]
GLA spleen mod	2%	.	4%	2%	17%	11%	3%	-3%	-5%	.	1%
Tau fibril FP	1%	-9%	-3%	2%	11%	1%	3%	-6%[2.34 µM]	-1%	-10%	1%
TexasRed fluor	-22%	-1%	-8%	-2%	-3%	0%	0%	2%	0%	-6%	-4%

Quoted at random: three records from the list
51. Cc1ccc(C)c(C(=O)CC2(O)C(=O)Nc3ccccc32)c1 (stereo unspecified)
43. OCC1(C2=NOC(O)(C(F)(F)F)C2)CCCCC1 (stereo unspecified)
42. COc1ccc(-c2noc(-c3ccc(NCC4CCCO4)c([N+](=O)[O-])c3)n2)cc1 (stereo unspecified)

Screen / compound no.	51	43	42
Tau fluor counter	-2%	0%	-8%
Epigenetic derep	0.0%	0.0%	1.2%
TRb-SRC2 inh	1%	-1%	1%
CBFb RUNX1 block	-3%	1%	.
NPSR antagonist	-9%[46.1 µM]	-7%[46.1 µM]	.
GLA spleen mod	1%	4%	.
Tau fibril FP	1%	-3%	-9%
TexasRed fluor	-4%	-8%	-1%

Compound activity deposited in PubChem BioAssay by National Center for Advancing Translational Sciences (NCATS).

This is a subset (hit frequency here may not be typical).
